Source: PubChem
KCC2 mod: modulators of human KCC2 chloride dependent transport | hit rate 2.2% among 190,000 | KCC2 cells, thallium flux FluoZin-2 fluorescence | B-score of Tl+ flux slope (higher = more flux/activation; lower = inhibition) at 10 µM;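 active = thallium flux slope and its plate-corrected score both differing from the plate sample mean at a set confidence after two filtering rounds, in either direction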;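 note: slope of fluorescence scaled to starting intensity during 10 to 20 s after thallium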
Target sequence (Q9H2X9 whole entry, looked up): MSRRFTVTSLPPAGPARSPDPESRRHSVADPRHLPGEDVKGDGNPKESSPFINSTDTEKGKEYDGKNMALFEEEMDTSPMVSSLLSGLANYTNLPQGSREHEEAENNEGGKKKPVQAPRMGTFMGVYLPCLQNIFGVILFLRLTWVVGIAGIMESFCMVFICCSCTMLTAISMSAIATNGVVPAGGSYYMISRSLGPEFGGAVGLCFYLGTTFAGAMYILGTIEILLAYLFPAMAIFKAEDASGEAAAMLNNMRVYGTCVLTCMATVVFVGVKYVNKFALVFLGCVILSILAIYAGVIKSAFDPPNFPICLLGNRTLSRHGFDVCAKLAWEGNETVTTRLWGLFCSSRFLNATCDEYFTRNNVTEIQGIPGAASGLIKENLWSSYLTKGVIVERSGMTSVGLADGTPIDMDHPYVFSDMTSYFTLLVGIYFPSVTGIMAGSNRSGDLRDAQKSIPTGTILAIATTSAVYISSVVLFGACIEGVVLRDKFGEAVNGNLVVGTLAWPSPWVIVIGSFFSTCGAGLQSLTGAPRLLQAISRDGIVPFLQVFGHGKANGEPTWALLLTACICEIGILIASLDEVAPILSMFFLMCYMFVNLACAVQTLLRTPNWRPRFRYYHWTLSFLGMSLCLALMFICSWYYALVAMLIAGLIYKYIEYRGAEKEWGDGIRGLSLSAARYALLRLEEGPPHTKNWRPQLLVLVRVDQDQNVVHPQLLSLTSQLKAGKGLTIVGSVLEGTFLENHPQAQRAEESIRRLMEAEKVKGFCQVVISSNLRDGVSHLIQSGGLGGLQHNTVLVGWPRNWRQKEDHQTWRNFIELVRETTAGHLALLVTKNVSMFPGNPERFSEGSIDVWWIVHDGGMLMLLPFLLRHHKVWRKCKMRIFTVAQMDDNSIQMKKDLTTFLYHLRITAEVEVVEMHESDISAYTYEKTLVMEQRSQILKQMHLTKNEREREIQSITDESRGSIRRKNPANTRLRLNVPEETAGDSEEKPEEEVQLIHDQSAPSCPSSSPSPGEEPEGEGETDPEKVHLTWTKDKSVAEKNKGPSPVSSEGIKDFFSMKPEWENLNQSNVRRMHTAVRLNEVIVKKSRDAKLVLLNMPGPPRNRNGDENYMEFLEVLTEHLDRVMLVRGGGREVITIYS
FXIa inh 1536: blocks human coagulation factor XIa protease activity. purified FXIa, Boc-Glu-Ala-Arg-AMC fluorogenic substrate. inhibition, % at 5 µM. hit rate 0.14% among 220,000. AID 798;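 active = inhibition of at least 40%; inactive = inhibition below 40%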;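 note: fluorescence of freed AMC excited at 355 nm; 0% = enzyme without compound and 100% = no enzyme blank; many of its hits are not listed in these tables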
PERK inh: human PERK inhibition, primary cell-based screen; hit rate 0.17% among 220,000; Q9NZJ5; CHO PERK-DD fusion, SEAP luminescence translation reporter; AID 1416; inhibition, % at 5.6 µM;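 active = inhibition above the mean inhibition of all tested compounds plus 3 SD, set separately per screening campaign, cut at about 2.9% in these data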;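 note: PERK kinase domain activated by AP20187 dimerizer at 100 nM; 0% = DMSO with dimerizer and 100% = rapamycin at 8.4 µM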
KLK5 inh: inhibitors of human kallikrein 5; Q9Y337; recombinant hK5, fluorogenic AMC substrate cleavage; inhibition, % at 5 µM; hit rate 0.59% among 210,000;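 active = inhibition of 40% or more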;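 note: 0% = enzyme controls without compound and 100% = no-enzyme blanks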
Wee1 degr inh: human Wee1 degradation inhibition, primary screen; HeLa Luc-Wee1K328M stability, luciferase luminescence; 100% = proteasome inhibitor MG132 effect; reporter increase, % at 5 µM; hit rate 1.2% among 220,000; AID 1321;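 active = activation above the mean of all tested compounds plus 3 SD, set per screening run, cut at about 8.8% in these data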;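 note: cells exposed to compound for 20 h before luminescence read; 0% = DMSO alone and 100% = MG132 at 30 µM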
Furin inh: inhibitors of human furin; inhibition, % at 30 µM; purified furin, fluorogenic substrate cleavage; hit rate 0.061% among 220,000; P09958; in the data active = inhibition above about 25%; note: inactives centre near -15
FXIIa inh 1536: blocks human coagulation factor XIIa protease activity | inhibition, % at 5 µM | hit rate 0.3% among 220,000 | purified FXIIa, Boc-QGR-AMC fluorogenic substrate, 2 h | P00748; in the data active = inhibition above about 40%;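 note: 0% = enzyme with no compound and 100% = blank without enzyme; many of its hits are not listed in these tables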
Thrombin inh: inhibitors of human thrombin | P00734 | alpha-thrombin, Boc-VPR-AMC fluorogenic substrate cleavage | inhibition, % at 5 µM | hit rate 0.26% among 220,000;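 active = inhibition at or above 40%; inactive = inhibition below 40%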;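 note: 0% = enzyme with no compound and 100% = wells without enzyme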
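Material: human alpha-thrombin protein. Incubation: reaction at ambient temperature. Technique: fluorescence of released AMC, ex 355 nm, em 460 nm. Control set: no-compound enzyme wells and no-enzyme blanks. Also added: Boc-VPR-AMC substrate, 15 µM final. Buffer or medium: pH 7.5 Tris (50 mM) with NaCl 150 mM, Tween 20 0.05%.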
p97 inhibitor: human p97 ATPase inhibition; P55072; AID 1481; inhibition, % at 8 µM; recombinant p97 ATPase, Kinase-Glo ATP luminescence, 3 h; hit rate 0.42% among 220,000; in the data active = inhibition above about 15%;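 note: 0% = DMSO vehicle and 100% = wells lacking enzyme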
An asterisk follows results filed as active; nt = not tested or not shown; [ ] = dose if it differs, or a comment.

Structure	FXIIa inh 1536	Wee1 degr inh	FXIa inh 1536	KLK5 inh	Furin inh	p97 inhibitor	PERK inh	Thrombin inh	KCC2 mod
COc1ccc(-c2cc3nc(C)cc(N)n3n2)cc1	8	-3	-1	4	-19[20 µM]	-51	0.2	2	-0.63
CCNC(=O)CN(c1ccc(C)cc1)S(=O)(=O)c1ccc(SC)cc1	17	0	-4	-10	-11	-7	-1.2	4	-1
CCC(C)c1ccccc1NC(=S)Nc1cccnc1 (stereo not drawn)	6	-4	1	-1	-16[20 µM]	-3	0.6	2	-1.1
C/C(=N\NC(=O)c1cccc(N/N=C(\C)c2ccco2)c1)c1ccco1	3	8	-7	-7	-13	6	0.7	4	1.3
O=C(NC(=S)NCCc1ccccc1)C1CCCCC1	23	0	29	-9	-3	-3	-0.7	5	-2.1
COc1ccc(S(=O)(=O)NCc2c(-c3ccccc3)noc2C)c(OC)c1	29	-1	59*	31	-5	-6	-0.1	10	0.7
CS(=O)(=O)N1CCC(C(=O)NCc2ccccc2)CC1	7	3	-2	1	-20	3	0.4	0	-0.03
CC1(O)N(Cc2ccccc2)C(=O)OC12CCCCC2 (stereo not drawn)	-25	1	-13	-18	-19	1	0.8	24	nt
C=CCN=C1SC(C)C(=O)N1S(=O)(=O)c1ccccc1 (stereo not drawn)	-5	-3	-8	0	-20	4	-0.8	-7	nt
C#CCOCCOCCOCCNc1nc(N2CCOCC2)nc(N2CCN(C(=O)[C@H](Cc3cc4ccccc4[nH]3)n3cc([C@@H](N)C(C)CC)nn3)CC2)n1 (stereo partly drawn)	8	2	4	6	-17	2	0.8	4	1.6
O=C(NNc1cc(C(F)(F)F)nc2ccccc12)Nc1cccc(Cl)c1	1	2	-1	-1	-18	1	-0.7	-4	0.2
CC(C)(C)c1ccc(CN2C3=NCCCN3c3ccccc32)cc1	14	-3	5	-4	-21[20 µM]	-4	-1.9	3	-0.055
COc1ccc(C2=NN(C(=O)CSc3nc4ccccc4s3)C(c3ccc(F)cc3)C2)cc1 (stereo not drawn)	11	1	8	-23	-11	4	0.0	-5	-0.036
O=C(Nc1ccc(N2CCOCC2)cc1)C1CCN(S(=O)(=O)Cc2ccccc2)CC1	-6	-2	-23	4	-15	2	-0.2	-7	-0.39
O=C(CCc1ccccc1)NC(NC(=S)Nc1ccc(Cl)cc1)C(Cl)(Cl)Cl (stereo not drawn)	19	0	23	-29	-6[20 µM]	-1	-1.2	1	-1.3
Cc1cc(NC(=O)c2cc([N+](=O)[O-])cc([N+](=O)[O-])c2)no1	2	-2	-3	-2	-6	2	-0.2	-12	-0.28
Cc1ccccc1N1CCN(C(=O)c2ccccc2NC(=O)c2ccccc2C(=O)O)CC1	6	1	-2	4	-24	0	-0.3	-5	nt
CN(C1=C(N2CCOCC2)C(=O)c2ccccc2C1=O)c1ccccc1	7	-1	-5	-19	2	-1	-0.6	-3	-0.65
COc1cc(NC(=O)CSc2nnnn2Cc2ccccc2)cc(OC)c1	10	-3	-3	11	-10	0	-1.6	-1	-0.016
CCN1CCCC1CNc1ncnc2c1[nH]c1ccc(F)cc12 (stereo not drawn)	15	3	2	-10	-15	4	-0.7	0	-0.36
O=C(c1ccc(-n2cccn2)cc1)N1CCc2c([nH]c3ccccc23)C1c1ccccn1 (stereo not drawn)	13	1	0	5	-15	-1	-0.5	-2	-1.3
COc1ccc(CCNC(=O)c2ccccc2N(C)S(=O)(=O)c2ccccc2)cc1	0	2	-3	-26	-11	3	-1.0	-7	0.023
CCOC(=O)c1oc2c(CN3CCN(C)CC3)c(O)ccc2c(=O)c1-c1ccc(Br)cc1	25	4	21	-3	-9	0	-0.3	-1	0.23
Cc1cccc(-n2c(-c3csc(C)c3)n[nH]c2=S)c1	8	2	2	3	-15[20 µM]	-6	0.1	-2	-0.86
CC(C)C[C@H](NS(=O)(=O)c1ccc(Br)cc1)C(=O)O	3	-1	2	-2	-21[20 µM]	2	0.6	-2	nt

Later entries:
Structure	FXIIa inh 1536	Wee1 degr inh	FXIa inh 1536	KLK5 inh	Furin inh	p97 inhibitor	PERK inh	Thrombin inh	KCC2 mod
CCC(C)NC(=O)CSC1=Nc2ccccc2C2=NC(c3ccccc3)C(=O)N12 (stereo not drawn)	-7	-1	-4	-35	-15[20 µM]	-3	-0.7	-4	1.4
CCOc1ccc(OCC)c(NC(=O)Cn2c(C)nc3ccccc3c2=O)c1	16	4	8	0	-4	-3	0.1	2	-0.0098
CCC(=O)Oc1c(S(=O)(=O)c2ccc(C)cc2)c(C)nn1C(C)(C)C	13	1	-3	9	-27	-5	-1.0	3	1.7
CCOC(=O)c1cnc2nc(NCc3ccc(OCc4ccccc4)cc3)[nH]n2c1=O	16	0	6	-14	-17[20 µM]	1	-0.1	5	-0.2
O=C(CCCOc1ccc(Cl)cc1)N1CCOCC1	-13	2	-11	-26	-20[20 µM]	-5	-0.1	-10	-0.39
CNc1ccccc1C(=O)OCC(=O)c1ccccc1	18	4	7	-9	-19	7	1.3	2	-1.1
C[C@@H](CN1C2=NC[C@H](C)N2C[C@H]1Cc1ccc(O)cc1)NC(=O)CCC1CCCCC1	9	0	-1	1	-28	2	0.4	-2	-0.21
CCC(=O)Nc1ccccc1C(=O)NC1CCCCC1	17	-1	4	-1	-17[20 µM]	2	0.5	3	0.95
CC(C)/C(=N\NC(=O)Nc1ccccc1)c1ccccc1	12	0	2	-9	-14[20 µM]	-3	0.5	4	0.013
CCCCOc1nc(N)nc(-c2ccccc2)n1	-11	-1	-11	8	-9[20 µM]	-5	1.1	-6	1.5
COc1ccc(OC)c(NC(=O)CSc2nnc(CNc3ccc(C)cc3C)o2)c1	16	2	-1	-2	-35	3	-1.1	-1	0.19
Cc1ccc(CN2CCN(Cc3cn(C(C)C)c4ccccc34)CC2CCO)o1 (stereo not drawn)	3	-2	-3	-2	-32	3	0.3	-9	0.1
O=CNc1ccccc1Oc1ccccc1	21	1	9	-22	-13	-4	-0.3	4	0.18
Cc1ccccc1-n1nnnc1SCC(=O)c1c(N)n(C)c(=O)n(C)c1=O	10	-1	1	-2	-20	4	0.9	-5	0.65
Cc1ccccc1SCCNC(=O)c1ccccc1Br	9	-3	-1	-1	-19	1	-0.2	0	-2
CCNc1c(N)c(=O)oc2ccccc12	-16	4	-1	27	-15	1	-0.3	1	-0.37
CC(C)(C)n1nc2c(c1NC(=O)c1cccs1)CS(=O)C2 (stereo not drawn)	13	1	3	-21	-19[20 µM]	3	1.3	4	-0.54
O=C(NCc1ccco1)C(Cc1ccccc1)N1C(=O)C2C3C=CC(C3)C2C1=O (stereo not drawn)	-7	0	-5	4	-16	-1	-0.9	-3	nt
CCC(CC)NC(=O)CON=C1c2ccccc2-c2ccccc21	0	8	2	-3	-20	-2	0.9	-4	0.13
CCOc1cc(C(=O)N2CCc3cc(OC)c(OC)cc3C2)ccc1OC(F)F	19	0	7	-17	-19	5	-0.5	3	-0.71
O=C(O)COc1cccc2nsnc12	14	-2	4	-3	-21	2	1.4	1	nt
C/C(=N\NS(=O)(=O)c1ccc(Cl)c([N+](=O)[O-])c1)c1cc2ccccc2o1	1	3	-7	1	-18[20 µM]	7	1.2	-1	-1.5
COc1ccc(C2N=C(c3ccccc3)C(C)(C)N2O)cc1 (stereo not drawn)	12	31*	1	-2	-9[20 µM]	2	-0.4	3	0.014
Cn1c(=N)n(CC(O)c2cccs2)c2ccccc21 (stereo not drawn)	7	-4	-3	1	-17	-2	-0.2	-8	0.56
CCOC(=O)c1ccc(NC(=S)N(CCCN2CCCC(C)C2)Cc2ccco2)cc1 (stereo not drawn)	8	0	4	-22	-23	-3	-0.2	-2	0.13

The closing two entries of the section before lead into the next:
Structure	FXIIa inh 1536	Wee1 degr inh	FXIa inh 1536	KLK5 inh	Furin inh	p97 inhibitor	PERK inh	Thrombin inh	KCC2 mod
Cn1c(=N)n(CC(O)c2cccs2)c2ccccc21 (stereo not drawn)	7	-4	-3	1	-17	-2	-0.2	-8	0.56
CCOC(=O)c1ccc(NC(=S)N(CCCN2CCCC(C)C2)Cc2ccco2)cc1 (stereo not drawn)	8	0	4	-22	-23	-3	-0.2	-2	0.13
Cc1cccc(-c2nc(C#N)c(NC3CCCCC3)o2)c1	17	6	3	-3	-14	2	0.4	-3	nt
C#CCOCCOCCOCCNc1nc(N2CCN(C(=O)[C@H]([C@@H](C)CC)n3cc([C@@H](N)CC(C)C)nn3)CC2)nc(N2CCN(C(=O)[C@H](CCCCN)n3cc([C@@H](N)CO)nn3)CC2)n1	6	9.2*	0	-1	-33	1	1.5	0	0.098
Cn1cccc1Cc1nnc(SCC(=O)N2CCc3ccccc32)n1-c1ccc(F)cc1	17	1	7	-8	-28	0	-0.2	1	0.0069
CCc1ccc2[nH]c(=O)c(CN(CCN3CCCC3)C(=O)NC3CCCCC3)cc2c1	1	-2	-4	-31	2	4	-0.8	-6	0.59
Cc1ccnc(NS(=O)(=O)c2ccc(NC(=O)C3CCCNC3=O)cc2)n1 (stereo not drawn)	10	2	-1	0	-21	3	0.8	-6	-1.3
COc1ccc(CNC(=O)COC(=O)CCCOc2ccc(Cl)cc2Cl)cc1OC	13	-1	5	-13	5	-1	1.6	-11	0.1
O=[N+]([O-])c1cc(Cl)cc(/C=N\Nc2ccccn2)c1O	20	-1	9	-239	-10[20 µM]	0	0.8	6	nt
Cc1nc2ccccc2c2oc(C(=O)NCc3ccccn3)cc12	-10	0	-6	12	-10	-4	-1.2	-2	-0.41
CN1CCc2c(C#N)c(N3CCOCC3)nc(NCC3CCCO3)c2C1 (stereo not drawn)	0	1	-3	-1	-17	5	-1.3	-5	0.7
COc1ccc(CNS(=O)(=O)NCc2ccccc2)cc1	5	-2	-5	-1	-30	5	1.1	-7	0.81
Cc1ccccc1N1CCN(C(=S)c2ccc([N+](=O)[O-])cc2)CC1	13	5	8	-13	-20	5	0.7	-3	-0.51
COCCCNC(=O)Nc1ccc(F)cc1F	8	-2	4	2	-13[20 µM]	4	1.0	-1	1.7
COc1cccc(C(=O)Nc2ccc(S(=O)(=O)NCc3ccco3)cc2)c1	10	-2	11	0	-12	-3	-0.6	-2	1.1
CC(=O)Nc1ccc(OCC(O)CN2CCCCC2C)cc1 (stereo not drawn)	2	-3	-5	-16	-4	-1	-0.1	-12	-0.4
O=C(Cn1c(-c2ccccc2)noc1=O)N1CCC(Cc2ccccc2)CC1	7	1	-3	-7	-11	-2	0.4	1	-5.2*
Cc1ccc2nc(-c3cccc(Br)c3)cc(C(=O)Nn3cnnc3)c2c1	-8	-2	-2	-21	-30	2	0.9	4	1.2
O=C(Nc1ccc(Cl)c(S(=O)(=O)N2CCOCC2)c1)c1ccccc1-c1ccc(C(F)(F)F)cc1	15	-1	4	-17	-11	2	0.2	3	0.19
Nc1nc(C(F)(F)F)cc(=O)n1N	2	-4	-8	-8	-13	2	0.3	-9	0.34
O=C(COc1ccccc1)N1CCN(c2ccc([N+](=O)[O-])c(N3CCCCC3)c2)CC1	20	-2	8	2	-6[20 µM]	2	0.3	6	0.39
O=C(CN1C(=O)C2C3C=CC(C3)C2C1=O)N1CC(=O)N(CCc2ccccc2)C(=O)C1 (stereo not drawn)	18	1	-8	-19	-23	-2	0.3	-1	nt
Clc1ccc(-c2csc(NNC3=NCCCCC3)n2)cc1	5	3	0	7	-19[20 µM]	-2	0.4	2	-4.4*
COc1cccc(CNC(=O)CCC2CCCN(C(=O)CCC(F)(F)F)C2)c1 (stereo not drawn)	7	2	0	nt	-10	2	1.8	-3	-0.77
